Source: PubChem (several laboratories)
TNF death inh: blocks TNF-alpha induced death of Jurkat FADD-/- cells; Jurkat FADD-/- TNF necroptosis rescue, ATP luminescence, 24 h; 0 = TNF only, 100 = no-TNF cells; activation (protection from cell death), % at 10 µM; 220,000 compounds, 0.068% hits; AID 463075;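 active means activation, meaning protection from cell death, of at least 50% relative to plate controls; inactive means activation below 50%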;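 further: necroptosis triggered by 40 ng/mL TNF-alpha added together with compound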
BaF3 tox: parental Ba/F3 viability inhibition as JAK2V617F counter-screen. CellTiter-Glo ATP luminescence. inhibition, % at 5.6 µM. 220,000 compounds, 1.1% hits;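 active means inhibition above a per-campaign cutoff, the mean inhibition of all tested compounds plus 3 SD, cut at about 27% in these data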;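 further: 0% = DMSO wells and 100% = JAK Inhibitor I control wells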
PPC-1+TRAIL kill: kills PPC-1 cancer cells in the presence of TRAIL; cell killing (% activity), % at 4 µM; PPC-1 cells + TRAIL, ATPLite viability luminescence; 220,000 compounds, 0.41% hits;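 active means cell killing above 50% in the first pass at 4 µM, then a duplicate retest at 5 µM averaging 50% or more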;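 further: plate controls were cells with TRAIL plus DMSO for no effect and medium-only wells lacking cells for full effect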
RBBP9 inhibitor: human RBBP9 hydrolase inhibition; O75884; recombinant RBBP9, FP-Rh probe fluorescence polarization; inhibition, % at 7.94 µM; 220,000 compounds, 0.2% hits;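 active means inhibition above the campaign mean of all tested compounds plus 3 SD, cut at about 14% in these data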;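 further: plate controls were DMSO wells with RBBP9 for no effect and wells lacking RBBP9 protein for full effect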
Target sequence (O75884 whole entry, looked up): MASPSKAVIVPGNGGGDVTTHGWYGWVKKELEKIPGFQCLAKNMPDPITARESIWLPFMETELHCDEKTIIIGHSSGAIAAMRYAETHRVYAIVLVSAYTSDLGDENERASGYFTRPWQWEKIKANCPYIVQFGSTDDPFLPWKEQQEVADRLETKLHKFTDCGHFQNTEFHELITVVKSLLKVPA
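Controls: DMSO-treated enzyme wells and wells lacking RBBP9 | Material: RBBP9 protein | Technique: Fluorescence polarization | Replication: Single well per compound, no replicates | Buffer or medium: Tris-NaCl-Pluronic buffer, pH 8.0 | Timing: 30 min compound preincubation, 45 min probe labeling, 25 °C | Read-out basis: Percent inhibition from mP, scaled between DMSO and no-protein wells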
zfTRPN1 agonist: agonists of zebrafish TRPN1 channel; 220,000 compounds, 0.18% hits; activation, % at 3 µM; HEK293 zebrafish TRPN1-YFP, Fluo-8 calcium fluorescence; 100% = response to 87 µM carbachol;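 active means activation above its plate's cutoff, the mean activation of test wells on that plate plus 3 SD, cut at about 19% in these data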;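 further: 0% = DMSO alone and 100% = 87 µM carbachol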
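Material – zebrafish TRPN1-YFP in HEK293 cells · Doses – 3 µM single point · Schedule – dye 1 h 37 °C plus 30 min RT · Signal – Fluo-8 calcium fluorescence, excitation 470-495 nm, emission 515-575 nm · Read-out – % activation versus carbachol response · Control set – carbachol high, DMSO low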
Ba/F3 V617F tox: lowers viability of Ba/F3 cells expressing EpoR and JAK2V617F; ATP luminescence; inhibition, % at 5.6 µM; 220,000 compounds, 1.1% hits; AID 1446;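 active means inhibition above the campaign mean plus 3 SD over all tested compounds, cut at about 24% in these data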;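 further: cytokine-independent growth of Ba/F3 cells driven by EpoR plus mutant JAK2; 0% = DMSO-treated cells and 100% = JAK inhibitor I control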
Wee1 degr inh: inhibitors of human Wee1 degradation; HeLa Luc-Wee1K328M stability, luciferase luminescence; 100% = proteasome inhibitor MG132 effect; reporter increase, % at 5 µM; 220,000 compounds, 1.2% hits; AID 1321;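 active means activation above the mean of all tested compounds plus 3 SD, set per screening run, cut at about 8.8% in these data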;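 further: cells exposed to compound for 20 h before luminescence read; 0% = DMSO alone and 100% = MG132 at 30 µM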
Target sequence (P30291 whole entry K328M): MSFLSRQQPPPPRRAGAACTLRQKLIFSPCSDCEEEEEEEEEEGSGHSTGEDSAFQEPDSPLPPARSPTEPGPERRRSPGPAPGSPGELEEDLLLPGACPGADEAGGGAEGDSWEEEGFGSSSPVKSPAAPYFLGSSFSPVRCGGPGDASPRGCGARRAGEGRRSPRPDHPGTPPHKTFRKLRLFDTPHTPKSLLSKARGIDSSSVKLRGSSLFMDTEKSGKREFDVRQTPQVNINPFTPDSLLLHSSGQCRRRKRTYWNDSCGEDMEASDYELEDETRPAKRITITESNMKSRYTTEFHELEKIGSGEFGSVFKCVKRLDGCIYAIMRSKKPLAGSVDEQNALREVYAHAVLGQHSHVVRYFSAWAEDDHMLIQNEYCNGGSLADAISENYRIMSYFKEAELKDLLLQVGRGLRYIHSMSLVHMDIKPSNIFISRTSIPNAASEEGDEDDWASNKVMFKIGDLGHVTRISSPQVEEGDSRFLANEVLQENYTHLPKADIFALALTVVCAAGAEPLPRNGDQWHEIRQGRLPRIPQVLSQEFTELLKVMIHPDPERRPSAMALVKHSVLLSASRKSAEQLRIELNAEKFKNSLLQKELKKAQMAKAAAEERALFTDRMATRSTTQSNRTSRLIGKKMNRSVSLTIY
CHOP inhibitor: blocks CHOP induction under ER stress. 220,000 compounds, 3.8% hits. inhibition, % at 10 µM. CHO-K1 CHOP-promoter luciferase, tunicamycin-induced, 15-18 h;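 active means compounds that reduced the stress-induced luciferase reporter signal by more than about 70% of percent inhibition, limit read from the data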;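 further: 0% = tunicamycin plus vehicle and 100% = wells without tunicamycin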
TRPML3 agonist: activates the human TRPML3 channel. Q8TDD5. HEK293 TRPML3-YFP, Fluo-8 calcium fluorescence; 100% = the carbachol control signal. activation, % at 3 µM. 220,000 compounds, 0.29% hits. AID 1448;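 active means activation above its plate's cutoff, the mean activation of the plate's test wells plus 3 SD, cut at about 12% in these data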;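 further: 0% = DMSO only wells and 100% = carbachol wells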
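Test system: TRPML3-YFP stable HEK293 cells. Doses: single point at 3 µM. Incubation: dye loading 1 h 37 °C then 30 min ambient, 125 s read. Signal: Fluo-8 calcium dye fluorescence, ex 470-495, em 515-575 nm. Measure: percent activation from peak-to-basal fluorescence ratio, scaled between DMSO and carbachol.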
An asterisk follows results filed as active; & = joins results of further samples; [ ] = remark or other dose.

SMILES	TNF death inh	BaF3 tox	PPC-1+TRAIL kill	RBBP9 inhibitor	zfTRPN1 agonist	Ba/F3 V617F tox	Wee1 degr inh	CHOP inhibitor	TRPML3 agonist
O=C(c1ccc(NC(=S)Nc2ccc(Cl)c(Cl)c2)cc1)N1CCCC1	2.0	0	20	-9	2.0	-4	-2	39	0.7
COc1ccc(C(=O)N2CCC(c3ccccc3)CC2)c(OC)c1OC	0.2	3	38	-37	1.7	0	-3	8	0.8
S=C(Nc1ccccc1Cl)N1CCCCCC1	-0.8	9	-12	-2	-0.6	0	0	-12	0.7
COCCN(C)C(=O)CC1C(=O)NCCN1CC(c1ccccc1)c1ccccc1 (configuration not stated)	-1.2	6	5	-1	-0.7	-2	1	1	0.2
O=C(CSc1ccc(Cl)cc1)OCc1nnc(-c2ccccc2)o1	0.7	1	-1	0	-1.6	-4	-1	29	-1.0
CNc1nnc(CSc2nc3ccccc3s2)s1	-1.2	3	7	2	-0.4	-1	3	-5	-0.6
Cc1ccc(NC(=O)c2c(O)c3ccccc3n(C)c2=O)nc1	-1.6	7	17	0	1.4	-1	-2	97*	1.1
CC(=O)C1=C(C)OC(N)=C(C#N)C1c1ccncc1 (configuration not stated)	-3.3	1	-15	-4	0.8	1	-3	19	0.5
Cc1cc(=O)[nH]c(SCCCOc2ccc(F)cc2)n1	-0.3	1	6	-5	-0.8	-2	-2	31	0.5
CCN(CC)c1ccc(NC(=S)Nc2ccc(F)cc2)cc1	-0.5	2	16[5 µM]	0	0.0	0	2	5	0.1
C=CCn1c(SCn2nnc3ccccc3c2=O)nnc1-c1ccc(F)cc1	-0.2	2	-9	-8	-1.2	-2	0	34	0.6
CC1(C)Cc2nc3oc4c(N5CCOCC5)ncnc4c3cc2CO1	-9.4	5	24	5	0.4	-3	-1	-30	-0.2
COc1ccc(C2c3c(ccc4ccccc34)Oc3ncn4nc(CO/N=C/c5ccccc5)nc4c32)cc1 (configuration not stated)	-0.1	3	-4	-3	-0.9	1	-1	12	0.9
COC(=O)c1ccc(NCC(=O)N2CCCCCC2)cc1	1.7	-2	3	0	0.6	-4	-1	-5	0.4
CCOC(=O)C1CCN(C(=O)Cn2cccc2C(=O)c2ccccc2)CC1	-1.4	9	-7	-6	0.6	3	2	-2	0.6
CS(=O)(=O)N(CCc1ccccc1)CC(=O)N1CCN(Cc2ccc3c(c2)OCO3)CC1	-1.7	0	28	5	4.3	-8	6	19	2.0
CN1CCC(N(C)C(=O)c2ccccc2Nc2ccc(SC(F)F)cc2)CC1	0.7	3	-8	0	1.5	-1	0	26	0.9
CCCCn1cnc2c(sc3nc4c(cc32)CSC(C)(C)C4)c1=O	1.1	4	4	-6	0.4	1	4	14	1.1
c1ccc(CNc2nc3ccccc3n3cnnc23)cc1	-1.6	8	16	1	-0.6	4	3	21	0.4
O=C(Cc1ccc(Br)cc1)c1ccc(O)cc1O	-5.2	1	18	1	-1.6	-3	0	55	-0.1
Cc1cc(OC(=O)c2ccc(S(=O)(=O)N(C)C)cc2)c([N+](=O)[O-])c(=O)[nH]1	-0.4	1	20	5	-0.2	3	1	-4	0.7
CCOCCn1c(N(C)Cc2ccccc2)nc2c1c(=O)[nH]c(=O)n2C	0.0	3	0	-9	-1.3	0	-2	19	-0.1
CCOc1ccc(C2C(C(=O)Nc3ccccc3)=C(C)N=c3s/c(=C/c4cccc(OCC(=O)O)c4)c(=O)n32)cc1 (configuration not stated)	1.0	6	14	-22	1.4	-4	-3	14	0.3
COc1cccc(NC(=O)C(=O)NCCCn2ccnc2)c1	-0.4	7	16	-10	0.6	0	4	-13	0.8
COc1ccc(C2CCCN2C(=S)Nc2cccc(Cl)c2C)cc1OC (configuration not stated)	0.8	2	11	-9	1.3	-3	1	20	1.4
More records.
SMILES	TNF death inh	BaF3 tox	PPC-1+TRAIL kill	RBBP9 inhibitor	zfTRPN1 agonist	Ba/F3 V617F tox	Wee1 degr inh	CHOP inhibitor	TRPML3 agonist
CNC(=O)c1cc(NC(=O)CCn2nc(-c3ccc(C)cc3)c3ccccc3c2=O)ccc1OC	-2.2	1	-5	-2	-1.2	4	2	6	-0.1
CCCC(=O)Nc1ccc(-c2csc(N/N=C\c3ccncc3)n2)cc1	-18	4	15	-2	3.5	-1	1	-11	0.4
FC(F)(F)c1cc(-c2ccco2)nc(N2CCN(Cc3ccccc3)CC2)n1	-2.4	2	-3	-8	0.8	-4	1	51	0.5
Cc1ccc2nc3ccc(N4CCCC4)nn3c(=O)c2c1	-2.9	4	10	0	0.2	-3	0	-7	0.6
COc1ccc2c(c1)OC(O)(C(F)(F)C(F)F)CC2=O (configuration not stated)	-0.7	5	15	-11	0.6	-2	-1	-20	0.7
CCOC(=O)CSc1c(-c2cccs2)[nH]c2ccccc12	3.6	3	-10	-3	-0.1	-1	-1	-23	1.4
N#C/C(=N\Nc1cccc(F)c1)C(=O)C1CC1	1.4	1	8	0	6.7	-1	2	5	4.8
CCOCCCNS(=O)(=O)c1ccc(NC(=O)CN2C(=O)c3ccccc3C2=O)cc1	0.8	5	13	-1	0.6	2	0	-10	0.1
Cc1cc([N+](=O)[O-])nn1CCCC(=O)O	0.8	-1	4	-7	0.3	-6	4	26	0.8
COc1ccc(-c2cc(=O)oc3c(C)c(OC(=O)c4cccs4)ccc23)cc1	1.1	8	23	6	-0.3	0	-3	80*	0.7
Nc1nonc1-c1nc2ccccc2n1CC(=O)Nc1ccccc1	-3.6	-9	-2	-3	0.7	4	2	12	0.6
O=C(Nc1ccccc1[N+](=O)[O-])c1cccnc1Cl	1.9	-2	3	2	-1.0	3	-3	7	0.3
Cc1ccc(S(=O)(=O)N(C)C)cc1NC(=O)[C@H](Cc1ccccc1)N1C(=O)c2ccccc2C1=O	1.6	-2	11	6	1.7	-2	-1	-8	-0.2
CC(C)CC(=O)NC(=S)N1CCCCCC1	-3.3	7	31	-9	-0.4	-1	-2	0	1.3
COC(=O)c1cccc(Nc2nc3ccccc3nc2C)c1	-2.5	4	2	-4	2.0	-1	0	44	0.2
C=CCn1c(SCc2cc([N+](=O)[O-])cc3c2OCOC3)nc2cc(C(=O)O)ccc2c1=O	-0.8	-2	15	-1	1.2	1	1	6	0.3
Cc1cccc(NC(=S)N2CCC(C(N)=O)(N3CCCCC3)CC2)c1C	0.7	-1	-1	-2	-1.2	-2	0	-24	0.7
CSc1ccc2c(c1)C(N1CCN(C)CC1)Cc1ccccc1S2 (configuration not stated)	-7.3	0	25	-1	0.6	-1	0	19&2	2.0
Cn1nnnc1SCC(=O)Nc1nc2c(s1)CCCC2	2.0	4	-20	-2	0.9	-4	3	12	0.2
CCOc1ccc(N=c2oc3cc(O)ccc3cc2C(=O)NCC2CCCO2)cc1 (configuration not stated)	0.3	3	20	-14	0.3	-3	2	37	0.3
COC(=O)c1cc(S(=O)(=O)Nc2nn(C)c3cccc(F)c23)oc1C	0.8	3	14	-1	-0.8	-2	-1	0	0.1
O=C(COc1ccc(Cl)cc1)NNC(=O)c1cccnc1	0.5	5	33	-3	2.6	-3	-2	50	-0.1
COc1ccc(CN2CCNC(=O)C2CC(=O)NCc2ccc(C)s2)c(OC)c1 (configuration not stated)	0.2	8	14	-9	-1.2	0	-2	-2	0.7
CC(=O)c1cccc(N(CC(=O)Nc2ccc(F)cc2F)S(C)(=O)=O)c1	0.1	5	-18	3	0.1	-2	0	-19	1.1
COc1ccc(NC(=O)c2ccccc2O)c(OC)c1	-0.1	4	24	-13	0.0	-1	4	6	-0.1

Entries of single compounds as entered above:
CCOC(=O)CSc1c(-c2cccs2)[nH]c2ccccc12 in the list: TNF death inh = 3.6; BaF3 tox = 3; PPC-1+TRAIL kill = -10; RBBP9 inhibitor = -3; zfTRPN1 agonist = -0.1; Ba/F3 V617F tox = -1; Wee1 degr inh = -1; CHOP inhibitor = -23; TRPML3 agonist = 1.4
N#C/C(=N\Nc1cccc(F)c1)C(=O)C1CC1 in the list: TNF death inh = 1.4; BaF3 tox = 1; PPC-1+TRAIL kill = 8; RBBP9 inhibitor = 0; zfTRPN1 agonist = 6.7; Ba/F3 V617F tox = -1; Wee1 degr inh = 2; CHOP inhibitor = 5; TRPML3 agonist = 4.8

(next part)
SMILES	TNF death inh	BaF3 tox	PPC-1+TRAIL kill	RBBP9 inhibitor	zfTRPN1 agonist	Ba/F3 V617F tox	Wee1 degr inh	CHOP inhibitor	TRPML3 agonist
N/C(=N\OC(=O)c1ccccc1Cl)c1ccncc1	-0.3	2	19	3	0.0	-4	2	6	0.1
Cc1ccc(C(C)C)c(OCCN2C(=O)NC(C)(C)C2=O)c1	1.0	4	-8	-1	-0.1	3	0	21	0.4
COc1ccc(S(=O)(=O)N(C)CC(=O)N2CCCCCC2)cc1OC	-1.2	7	19	-4	1.0	4	-3	1	-0.4
CCc1c(C)nc(SCC(=O)N2CCCCC2C)[nH]c1=O (configuration not stated)	-1.9	9	-2	-3	0.7	0	7	20	1.6
CC(=O)C1=C(O)C(=O)N(CCNCCO)C1c1ccccc1 (configuration not stated)	-0.5	8	16	-9	2.8	-2	2	18	0.6
O=C(O)C1CCN(c2nc(-c3ccccc3)nc3c2oc2ccccc23)CC1	-0.9	3	-11	-2	0.3	-2	-1	-29	0.2
CS(=O)(=O)Nc1ccc(C(=O)Nc2ccc3c(c2)OCCO3)cc1	0.1	2	20	-7	0.1	-3	-1	9	0.8
CCOC(=O)N1CCN(S(=O)(=O)c2cccs2)CC1	-1.0	3	5	2	0.6	-4	-2	8	1.1
O=C(Nc1nccs1)C1CCN(S(=O)(=O)c2ccc3c(c2)OCCCO3)CC1	3.3	4	10	-8	2.9	-3	3	24	1.7
O=C(COC(=O)c1ccncc1)NC(=O)C1CCCCC1	-0.8	9	-3	0	0.2	-3	0	11	0.1
CCOC(=O)c1sc(=S)n(-c2ccc(Cl)cc2)c1SC	-3.9	4	6	-1	0.3	0	-1	23	0.0
O=C(CC12CC3CC(CC(C3)C1)C2)N1CCN(S(=O)(=O)c2cccs2)CC1	1.3	7	2	-1	4.8	4	-3	31	0.1
O=C(CSc1ccc(Cl)cc1)Nc1ccccc1N1CCN(C(=O)c2ccccc2)CC1	-1.0	68*	7	-6	0.5	2	1	55	-0.2
COC(=O)CCSCC(=O)N1N=C(c2ccc(Br)cc2)CC1c1cccc(OC)c1OC (configuration not stated)	1.6	2	-2	-2	0.1	3	-1	12	0.2
Nn1c(SCc2ccccc2F)nnc1-c1ccncc1	0.8	-2	-23	-2	0.0	-1	1	-25	0.2
CCC1(C(=O)c2ccccc2)C2c3cc(Br)ccc3OC(=O)C21C(=O)N1CCOCC1 (configuration not stated)	-1.3	-1	16	-9	0.8	-1	-2	23	0.1
Nc1nnc(SCC(=O)c2cccc([N+](=O)[O-])c2)s1	-0.2	2	13	-9	1.6	4	1	3	0.4
